# RPL19A TOR yeast – RPL19A-GFP expression modulators in yeast, primary screen, cell-based, S. cerevisiae, multiplex flow cytometry, MLPCN | S. cerevisiae RPL19A-GFP strain, 3 h; hits give low values | percent response vs DMSO, % at 10 µM | 330,000 compounds, 0.3% hits | AID 2025, 2009;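 active means percent response vs DMSO below 50%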;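 further: median channel GFP fluorescence of the barcoded RPL19A-GFP strain; ratio of sample median GFP to plate DMSO average so 100% = DMSO; lower means less RPL19A-GFP as with rapamycin TOR inhibition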
# Efflux pump mplx – inhibitors of Candida efflux pumps in yeast, primary screen, S. cerevisiae, Nile Red, multiplex; inhibition, % at 10 µM; 330,000 compounds, 0.44% hits; AID 485275, 2010; S. cerevisiae Candida pump triplex;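 active means plate passing quality check with inhibition over a set limit, or well fluorescence over plate mean plus 4 SD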;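 further: Nile Red retained in pooled yeast measured as flow cytometry median fluorescence; 0% = buffer negative control and 100% = Enniatin B positive control; higher means more Nile Red kept so more efflux inhibition; some compounds called inactive have numbers as strong as hits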
# MEP2 TOR yeast – modulators of MEP2-GFP levels in yeast, primary screen, S. cerevisiae, multiplex flow cytometry, MLPCN library; S. cerevisiae MEP2-GFP strain, 3 h; 100% = DMSO control level; GFP response vs DMSO, % at 10 µM; 330,000 compounds, 0.51% hits; AID 2016, 2009;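 active means GFP response versus DMSO above a set limit, roughly screen mean plus 3 SD, cut at about 180% in these data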;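 further: median GFP fluorescence of the barcode-gated MEP2-GFP cells per well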
# AGP1-GFP MLPCN – modulators of AGP1-GFP expression in yeast TOR pathway, primary screen, cell-based, multiplex flow cytometry, S. cerevisiae, MLPCN library. 3 h; GFP as percent of DMSO wells. GFP response vs DMSO, % at 10 µM. 320,000 compounds, 0.02% hits;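 active means GFP response relative to DMSO above a set limit, near screen average plus 3 SD, cut at about 150% in these data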;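 further: median GFP channel fluorescence of the gated AGP1 strain per well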
# AHR act – AHR activators, primary screen, cell-based, luminescence, luciferase reporter, human. 320,000 compounds, 2.5% hits. AHR-responsive luciferase reporter cells. activation, % at 5 µM. Aryl hydrocarbon receptor (Homo sapiens), P35869; in the data active means activation above about 47%;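 further: 0% = vehicle wells and 100% = reference agonist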
# Target sequence (P35869 whole entry, looked up): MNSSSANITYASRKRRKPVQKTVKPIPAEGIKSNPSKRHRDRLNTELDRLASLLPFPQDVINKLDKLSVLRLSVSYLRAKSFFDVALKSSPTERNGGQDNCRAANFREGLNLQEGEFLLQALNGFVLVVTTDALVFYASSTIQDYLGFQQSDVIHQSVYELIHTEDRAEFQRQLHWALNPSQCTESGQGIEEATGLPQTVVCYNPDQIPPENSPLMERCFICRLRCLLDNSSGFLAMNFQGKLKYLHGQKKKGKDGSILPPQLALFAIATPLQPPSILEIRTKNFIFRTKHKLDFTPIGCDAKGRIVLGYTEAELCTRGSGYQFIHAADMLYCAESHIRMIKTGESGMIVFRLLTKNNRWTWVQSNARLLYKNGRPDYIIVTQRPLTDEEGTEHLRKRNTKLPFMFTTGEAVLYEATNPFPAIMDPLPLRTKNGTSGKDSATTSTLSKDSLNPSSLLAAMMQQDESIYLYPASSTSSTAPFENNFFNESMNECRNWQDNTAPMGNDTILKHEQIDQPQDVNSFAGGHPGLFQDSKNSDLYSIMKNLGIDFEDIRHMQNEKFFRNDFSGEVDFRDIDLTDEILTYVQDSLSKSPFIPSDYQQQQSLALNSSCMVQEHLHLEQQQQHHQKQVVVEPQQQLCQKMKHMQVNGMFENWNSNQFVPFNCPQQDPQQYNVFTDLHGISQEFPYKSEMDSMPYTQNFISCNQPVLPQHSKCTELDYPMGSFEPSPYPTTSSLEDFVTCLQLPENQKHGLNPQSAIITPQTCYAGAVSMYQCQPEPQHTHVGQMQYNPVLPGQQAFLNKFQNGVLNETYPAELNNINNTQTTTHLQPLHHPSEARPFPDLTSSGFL
# CIT2 TOR yeast – modulators of CIT2-GFP expression in yeast, primary screen, S. cerevisiae, GFP fusion, multiplex flow cytometry, MLPCN library. S. cerevisiae CIT2-GFP strain, 3 h; 100 means same as DMSO wells. GFP response vs DMSO, % at 10 µM. 320,000 compounds, 0.065% hits. AID 2029, 2009;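 active means GFP response relative to DMSO above a set limit, near the screen mean plus 3 SD, cut at about 150% in these data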;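 further: ratio of well median GFP fluorescence to mean of DMSO wells on the plate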
# LAP4-GFP MLPCN – modulators of LAP4-GFP expression in yeast, primary screen, S. cerevisiae, multiplex flow cytometry, MLPCN library; 3 h; median GFP as percent of DMSO wells; GFP response vs DMSO, % at 10 µM; 320,000 compounds, 0.34% hits;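 active means GFP response vs DMSO above a set limit, about the screen mean plus 3 SD, cut at about 150% in these data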
# CR mimetic SO – reduction of superoxide in aged yeast, primary screen, HTS; S. cerevisiae aged cells, superoxide DHE fluorescence; hits give low values; superoxide response (% of plate mean), % at 10 µM; 330,000 compounds, 0.18% hits; AID 2690, 2010;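 active means superoxide response under a set limit, about three screen SD below normal, cut at about 65% in these data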;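 further: yeast aged for seven days with compound at 30 °C before DHE staining; 100% = average MFI of all compound-treated wells on the plate with controls excluded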
# * marks the source's active call; other numbers are inactive results; / = no result given.
# Start of the data: the first 2 records (preview)
SMILES,RPL19A TOR yeast,Efflux pump mplx,MEP2 TOR yeast,AGP1-GFP MLPCN,AHR act,CIT2 TOR yeast,LAP4-GFP MLPCN,CR mimetic SO
CCN(CC(=O)Nc1c(F)cccc1F)C(=O)C1CC1,94,-0.1,95,95,0,95,93,103
Cc1c(NC(=O)c2cc(-c3cccs3)nc3ccccc23)c(=O)n(-c2ccccc2)n1C,102,-0.1,105,104,17,108,91,94

# Main list (from the top)
SMILES,RPL19A TOR yeast,Efflux pump mplx,MEP2 TOR yeast,AGP1-GFP MLPCN,AHR act,CIT2 TOR yeast,LAP4-GFP MLPCN,CR mimetic SO
CCN(CC(=O)Nc1c(F)cccc1F)C(=O)C1CC1,94,-0.1,95,95,0,95,93,103
Cc1c(NC(=O)c2cc(-c3cccs3)nc3ccccc23)c(=O)n(-c2ccccc2)n1C,102,-0.1,105,104,17,108,91,94
O=C(Oc1c(CN2CCOCC2)cc(Cl)c2cccnc12)c1ccccc1,85,-0.1,120,99,3,/,97,91
COc1ccc2nc3oc(C(=O)Nc4ccc(OC)c(OC)c4)cc3cc2c1,99,0.0,101,100,-6,95,97,105
COc1ccc(/C=N/NC(=O)c2ccccc2NC(=O)c2ccco2)c(OC)c1,106,0.0,98,104,12,103,93,97
CCOC(=O)C1CCN(c2c(NC3CCCc4ccccc43)c(=O)c2=O)CC1 (stereo not drawn),101,0.0,104,105,2,100,101,88
Cc1nc(SC(C(=O)c2ccccc2)c2ccccc2)n[nH]1 (stereo not drawn),98,-0.2,105,100,2,99,96,103
O=c1cc(CSc2nnc(COc3cccc4ccccc34)o2)c2ccccc2[nH]1,94,0.3,91,95,9,93,95,116
CN(C)C(=O)c1ccc(NC(=O)COc2ccc([N+](=O)[O-])cc2)cc1,98,0.1,100,98,2,103,94,101
O=C(NCC1CCCCC1)c1cccc(-c2ccc(O)cc2)c1,109,0.4,111,98,9,99,94,69
O=C(O)CC12C[C@H]3C[C@@H](C1)CC(n1ncc(N4CCN(c5ccccc5)CC4)c(Cl)c1=O)(C3)C2,104,0.2,108,110,-2,114,101,86
CC(C)Cn1nc(C(=O)Nc2cccc(S(=O)(=O)N3CCCC3)c2)c2ccccc2c1=O,94,0.4,98,96,3,89,90,71
O=C(CCc1ccc(S(=O)(=O)N2CCOCC2)cc1)Nc1ccccc1F,96,0.0,99,101,4,97,103,85
NCCCC[C@H]1CNC(=S)N1CCc1cccc(F)c1,98,-0.1,98,83,0,73,127,88
CC(=O)c1ccc(N2CCN(C(=O)Cc3ccccc3)CC2)c(F)c1,102,0.0,102,90,1,97,97,113
O=C(N/N=C/c1cc2c(cc1Cl)OCO2)c1ccc2c(c1)OCCO2,95,0.1,91,96,18,95,102,93
O=C(CSc1nnc(-c2ccc(F)cc2)o1)N1CCN(C(=O)c2ccco2)CC1,100,0.5,107,109,1,98,101,103
COc1ccc(N(Cc2ccccc2)S(=O)(=O)c2cccc(C(=O)NC3=NCCS3)c2)cc1,100,0.3,101,96,5,96,88,103
COc1cccc(N2CCN(C(=S)NCc3ccco3)CC2)c1,105,0.2,108,82,8,90,105,118
NC(=O)c1ccccc1NC(=O)Nc1cccc(Cl)c1Cl,108,0.0,106,104,18,107,102,116

# Just CR mimetic SO and MEP2 TOR yeast, for 2 of the compounds above:
mol	CR mimetic SO	MEP2 TOR yeast
COc1cccc(N2CCN(C(=S)NCc3ccco3)CC2)c1	118	108
NC(=O)c1ccccc1NC(=O)Nc1cccc(Cl)c1Cl	116	106

# (list continues)
SMILES,RPL19A TOR yeast,Efflux pump mplx,MEP2 TOR yeast,AGP1-GFP MLPCN,AHR act,CIT2 TOR yeast,LAP4-GFP MLPCN,CR mimetic SO
CC1=C/C(=N\N=C2\NC(=O)C(CC(=O)Nc3ccccc3F)S2)CC(C)(C)C1 (stereo not drawn),107,0.0,105,95,12,109,92,116
CC(=O)c1ccccc1OCc1ccc(S(=O)(=O)Cc2ccccc2)cc1,103,-0.1,118,106,1,111,85,100
COc1ccccc1/C=C/C(=O)OCC(=O)NCc1ccc2c(c1)OCO2,100,0.1,100,101,0,106,102,104
Cc1cccc(N2CCN(C(=O)C3CCN(c4nnc(-n5cccc5)s4)CC3)CC2C)c1 (stereo not drawn),99,0.5,101,92,2,85,105,112
CC1Cc2nc(SCC(=O)N3CCN(c4ccccc4)CC3)n(C)c(=O)c2S1 (stereo not drawn),103,-0.2,105,93,21,99,113,93
O=C(Nc1cccc(Cl)c1)C1CC1c1ccccc1 (stereo not drawn),94,0.3,95,104,1,94,99,91
NNC(=O)c1cc(Cl)ccc1Cl,101,0.2,98,98,20,97,90,99
NC(=O)CS(=O)(=O)c1nc2ccccc2n1Cc1ccccc1F,94,-0.1,98,96,0,107,91,98
CC1=C(C(=O)OCc2ccccc2)C(c2cccs2)N2C(=O)CCSC2=N1 (stereo not drawn),97,0.1,99,97,0,105,94,101
O=C(Cc1ccccc1)Nc1cc(C(=O)c2ccccc2)ccc1N1CCOCC1,106,-0.2,106,105,7,/,97,96
CCOc1ccc(N(CC(=O)NC(C(C)C)C(C)C)S(=O)(=O)c2ccc(OC)c(OC)c2)cc1,95,-0.1,97,97,-2,94,99,89
COc1ccc(-c2csc(/C(C#N)=C\c3ccc(OC)c([N+](=O)[O-])c3)n2)cc1,102,0.0,104,101,3,107,95,92
O=C(CCS(=O)(=O)c1ccc(Cl)cc1)Nc1nc(-c2cccnc2)cs1,94,-0.1,100,95,9,103,91,78
COCc1ccc(CN2CCC(n3nccc3NC(=O)CCOc3ccccc3)CC2)o1,98,0.2,101,102,0,99,99,109
CSc1nnc(Cc2ccc3c(c2)OCO3)o1,96,0.1,94,102,2,97,104,95
O=C(CSc1ccccc1)N1CCN(S(=O)(=O)c2ccccc2F)CC1,93,0.2,99,90,2,94,98,142
CC(=O)N(Cc1ccccc1)c1ccc(C(=O)O)cc1,98,-0.1,107,97,1,87,104,104
CCOc1ccc(NC(=O)CN(C)C(=O)Cc2ccsc2)cc1OCC,101,0.1,102,99,0,94,96,96
CNC(=O)C12N=CNN=C1N(C)C(=O)N2C (stereo not drawn),98,-0.1,100,96,-3,97,93,80
CCOC(=O)N1CCN(C(=O)c2cc(OC)c(OC)c(OC)c2)CC1,108,0.0,119,116,2,109,104,102
C/C(=N\NC(=O)COc1ccc(C)cc1Br)c1cc([N+](=O)[O-])cs1,94,0.1,103,98,7,101,109,115
Cc1ccccc1-n1ncc2c(SCC(=O)N3c4ccccc4CC3C)ncnc21 (stereo not drawn),96,-0.1,100,100,-4,89,115,106
Cc1cc(NC(=O)COC(=O)COc2ccc3c(c2)CCC3)no1,100,0.1,99,102,5,95,105,118
CCc1ccc(OCC(=O)Nc2ccc(S(=O)(=O)Nc3cc(C)on3)cc2)c(Br)c1,100,-0.1,113,99,-2,/,99,117
CCOC(=O)C1CCN(C(=O)c2cnn3c(C)cc(C)nc23)CC1,104,0.0,102,107,0,103,105,96
N#C/C(=C(/O)COC(=O)c1ccc(O)cc1)c1nc2ccccc2[nH]1,102,0.0,102,98,12,96,102,99
Clc1ccc2ncc(-c3nnnn3-c3ccccc3)c(-c3ccccc3)c2c1,92,0.3,99,100,1,91,100,116
COc1ccc(-c2c(C)nn3c(N4CCC(C(=O)N5CCCCC5)CC4)cc(C)nc23)cc1OC,98,-0.2,100,97,0,102,110,94
CCOc1ccc2[nH]c(C(=O)N/N=C/c3cccc(OC)c3OC)cc2c1,102,-0.1,105,109,33,108,103,95
COc1cc(OC)c(OC)cc1/C=N/Nc1nc2ccccc2[nH]1,97,-0.2,98,107,54*,103,107,93
CCc1cc2c(=O)c(-c3ccc(F)cc3)c(C)oc2cc1OCC(=O)O,95,0.0,102,100,-1,96,96,101
COC(=O)c1c(C)oc(C)c1S(=O)(=O)NCC1CC1,99,-0.3,113,104,-1,97,100,99
Cc1nc(NC(=O)c2cc3c(s2)CCCCC3)sc1C(=O)N(C)C,95,0.1,101,93,-9,102,103,102
COc1ccc(N2CCC(CNC(=S)Nc3cccc(OC)c3)C2)cc1 (stereo not drawn),99,-0.4,97,94,12,99,90,94
CCOC(=O)C1C(=O)OC(C)(C)C1C(C)C(=O)c1ccc(C)cc1 (stereo not drawn),101,0.1,99,103,-1,103,94,85
CCOC(=O)c1[nH]c2ccccc2c1NC(=O)CN1CCCCC1,99,-0.1,108,100,18,107,105,101
CCN(CC)C(=O)Cn1cnc2sc(C)c(S(=O)(=O)N3CCC(C)CC3)c2c1=O,102,0.3,104,102,2,100,94,95
CC1CCc2ccccc2N1C(N)=Nc1ccccc1 (stereo not drawn),102,0.3,101,95,2,96,86,113
CCOC(=O)Cc1csc(SCc2nc3sc4c(c3c(=O)[nH]2)CCC4)n1,90,-0.1,98,98,2,102,111,119
Cc1nc(NCCc2ccc(O)cc2)c2nnn(Cc3ccccc3)c2n1,101,0.2,102,99,-3,96,103,97
CC(C)(O)C#Cc1ccc(C(=O)NCCc2ccc(S(N)(=O)=O)cc2)cc1,107,-0.1,112,109,0,108,104,87
CCCS(=O)(=O)c1nc(S(=O)(=O)c2ccc(C)cc2)c(N2CCC3(CC2)OCCO3)s1,99,-0.1,104,97,0,100,92,85
CC#CCN1c2ccccc2[C@]23C[C@@H](C(=O)OC)N(C(=O)c4ccco4)C2=NC(C(=O)OC)=C(C(=O)OC)[C@H]13,85,0.4,85,66,1,59,105,103
CCN(CC)CCOC(=O)c1ccc(N/C=C(/C#N)c2nc(-c3ccc(OC)cc3)cs2)cc1,105,0.0,104,93,3,79,115,83
O=C1c2cccc([N+](=O)[O-])c2C(=O)N1C1CCCCC1,99,0.2,101,96,2,98,93,103
CC(Nc1cc(=O)n(C)c(=O)[nH]1)c1ccccc1 (stereo not drawn),101,-0.1,112,108,6,107,102,99
O=C(CCN1CCc2ccccc2CC1)c1ccc2c(c1)OCCO2,104,0.1,103,92,-3,87,88,101
CCOc1ccccc1CNS(=O)(=O)c1ccc2[nH]c(=O)sc2c1,100,-0.1,107,110,13,115,115,114
COc1ccc(CCn2c(=O)c3cccnc3n(Cc3cccc([N+](=O)[O-])c3)c2=O)cc1OC,104,0.3,95,97,0,101,89,105
Cc1nnc(SCC(=O)N(C(C)C)C(C)C)[nH]c1=O,96,-0.1,99,100,1,103,96,99
CN(CC(O)COC(c1ccccc1)c1ccccc1)C1CCCCC1 (stereo not drawn),105,0.1,108,101,34,95,97,108
COc1ccc(OC)c(C2CC(=O)N3CN(c4cccc(Cl)c4)CSC3=C2C#N)c1 (stereo not drawn),100,0.1,101,101,8,101,100,108
CCCCn1c2c(c(=O)n(C)c1=O)C(CC(=O)OCC(=O)Nc1cccc(C(F)(F)F)c1)C(=O)N2 (stereo not drawn),99,0.0,102,99,7,97,103,105
OCCCn1c(CCNc2nc(-c3ccc(F)cc3)cs2)nc2cc(C(F)(F)F)ccc21,101,0.1,102,103,51*,98,107,102
O=C1NCC(COc2cccc3ccccc23)O1 (stereo not drawn),84,-0.1,92,91,0,80,95,104
Cc1nc(-c2ccc3c(c2)OCO3)cs1,97,-0.2,99,102,9,107,101,93
COC(=O)/C=C1/SC(=NC(=O)c2cccc([N+](=O)[O-])c2)NC1=O,94,0.0,89,93,0,91,90,122
O=C(O)CSc1c2c(nc3cc(C(=O)Nc4ccc(F)c(Cl)c4)ccc13)CCCC2,99,0.0,103,98,2,99,98,91
CN(NC(=O)c1ccc(Cl)cc1)c1cccc(Cl)n1,102,0.2,102,95,3,87,100,129
COc1cccc(CN(C(=O)CN2C(=O)c3ccccc3S2(=O)=O)C(C(=O)NCC2CCCO2)c2ccco2)c1 (stereo not drawn),105,0.0,102,97,4,91,92,96

# This is a random part of the collection; about 3.9% have a hit in one of these screens.
